# Screening results from PubChem.
# phage Ecoli inh: E. coli growth loss with phage present | AID 651602 | growth absorbance | hit rate 0.26% among 360,000 | inhibition, % at 11.9 µM; in the data active = inhibition above about 11%
# Arrestin-AP2 inh: inhibitors of human beta-arrestin and AP2 interaction. FITC-arrestin peptide / GST-AP2 beads, flow cytometry; AP2 beta2 appendage carries R879A mutation. hit rate 0.31% among 340,000. inhibition, % at 10 µM;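 active = inhibition above a set limit, near 3 SD of compounds lacking own fluorescence, cut at about 54% in these data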;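 note: plate controls were DMSO wells for no effect and 5 µM unlabelled arrestin peptide for full effect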
#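 System: GST-AP2 R879A glutathione beads. Medium: PBS with 0.05% Tween 20 and 0.1% BSA. Also added: FITC-arrestin peptide, 50 nM. Incubation: 12 min plus 1 h, RT. Measured by: high-throughput flow cytometry of beads, ex 488, em 535 nm. Evaluation: percent drop in bead-associated FITC signal.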
# PKA-R1A activ: PKA-R1A complex activation. P00514+P68181. PKA-R1A dissociation, Cy5-IP20 fluorescence polarization; scaled: DMSO 0%, 113 µM cGMP 100%. activation, % at 11.4 µM. hit rate 0.083% among 340,000. AID 504707;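 active = percent activation above the mean of all tested compounds plus 3 SD, cut at about 19% in these data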;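 note: higher means more PKAc released from R1A so a rise in polarization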
# Pemphigus Ab inh: inhibitors of pemphigus antibody binding to human desmoglein-3. DSG3-coupled beads, scFv-anti-DSG3-GFP binding, flow cytometry; stronger effect = lower value. binding (percent of control), % at 10 µM. hit rate 0.48% among 310,000. AID 588358;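 active = binding more than 3 SD below its plate's average and above zero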; note: some compounds called inactive have numbers as strong as hits
# Target sequence (P32926 whole entry, looked up): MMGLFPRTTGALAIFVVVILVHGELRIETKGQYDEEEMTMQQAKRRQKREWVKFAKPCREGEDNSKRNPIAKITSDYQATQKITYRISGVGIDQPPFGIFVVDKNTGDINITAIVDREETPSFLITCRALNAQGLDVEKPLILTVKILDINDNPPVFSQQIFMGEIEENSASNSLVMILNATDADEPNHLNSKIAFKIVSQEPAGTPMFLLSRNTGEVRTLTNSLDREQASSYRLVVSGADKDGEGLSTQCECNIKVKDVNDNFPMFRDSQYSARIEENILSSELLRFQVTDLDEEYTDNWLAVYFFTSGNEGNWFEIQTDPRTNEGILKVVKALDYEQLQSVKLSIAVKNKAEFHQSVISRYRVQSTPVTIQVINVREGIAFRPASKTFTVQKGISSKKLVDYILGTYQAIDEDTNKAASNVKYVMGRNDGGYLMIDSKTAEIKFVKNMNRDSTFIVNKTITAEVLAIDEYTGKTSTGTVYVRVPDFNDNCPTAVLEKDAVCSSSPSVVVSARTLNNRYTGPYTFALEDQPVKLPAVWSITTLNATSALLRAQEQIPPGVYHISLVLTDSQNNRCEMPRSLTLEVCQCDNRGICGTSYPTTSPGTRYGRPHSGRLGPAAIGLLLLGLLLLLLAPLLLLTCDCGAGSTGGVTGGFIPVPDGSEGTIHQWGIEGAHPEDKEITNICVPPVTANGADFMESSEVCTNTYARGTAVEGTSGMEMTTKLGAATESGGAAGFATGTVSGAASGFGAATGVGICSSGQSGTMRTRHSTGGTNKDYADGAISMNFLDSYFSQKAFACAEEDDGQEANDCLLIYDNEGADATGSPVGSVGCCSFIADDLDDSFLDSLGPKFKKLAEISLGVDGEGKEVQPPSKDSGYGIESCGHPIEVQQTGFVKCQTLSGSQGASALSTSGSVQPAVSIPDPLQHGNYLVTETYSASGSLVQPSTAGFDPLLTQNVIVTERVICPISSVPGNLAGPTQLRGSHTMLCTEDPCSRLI
# PfHsp90 yeast 2: inhibits growth of yeast expressing Plasmodium falciparum Hsp90. S. cerevisiae expressing PfHsp90, BacTiter-Glo ATP, 48 h; yeast lacking PDR1 and PDR3 efflux regulators. inhibition, % at 9.4 µM. hit rate 0.32% among 310,000;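 active = every replicate shows inhibition above about 80%, whatever the replicate mean, limit read from the data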;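 note: 0% = DMSO neutral controls and 100% = 20 µM radicicol positive controls; yeast relying on Plasmodium falciparum Hsp90 in place of its own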
# Ecoli viability: reduces bacterial viability in AddAB counter-screen. E. coli V3065 growth, OD600 absorbance, 18 h. AID 449728. hit rate 0.27% among 330,000. inhibition, % at 11.9 µM;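 active = inhibition above the campaign's mean inhibition across all tested compounds plus 3 SD, cut at about 9.9% in these data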;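 note: uninfected addAB+ strain grown without phage in ampicillin broth; 0% = DMSO wells and 100% = ciprofloxacin 0.95 µg/ml wells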
# AddAB inh: less growth of phage-infected E. coli with AddAB. E. coli expressing H. pylori AddAB, absorbance growth. inhibition, % at 11.9 µM. hit rate 0.29% among 330,000; in the data active = inhibition above about 12%;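 note: 0% = vehicle wells of infected cells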
# MOR-DOR inv ag: inverse agonists of human mu-delta opioid receptor heterodimerization; AID 504357; cell-based MOR-DOR heterodimer luminescence, inverse agonism; hit rate 0.21% among 340,000; inhibition, % at 9.3 µM; in the data active = inhibition above about 22%, passing the limit was not always enough;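 note: 0% = cells with DMSO and 100% = wells without cells with DMSO; values of inactives mirror those of a sister screen read the other way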
# OPRM1-OPRD1 ag: agonists of human mu-delta opioid receptor heterodimerization. AID 504326. cells, OPRM1-OPRD1 heterodimerization, luminescence. activation, % at 9.3 µM. P35372+P41143. hit rate 0.3% among 340,000; in the data active = activation above about 18%;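 note: 0% = vehicle-treated cells and 100% = reference agonist; values of inactives mirror those of a sister screen read the other way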
# Mot1-301 SUMO: inhibitors of SUMOylation pathway: yeast Mot1-301 growth rescue; growth rescue, % at 18.8 µM; AID 2716; hit rate 1% among 320,000; S. cerevisiae Mot1-301 growth rescue, ATP luminescence, 38.5C; percent above DMSO median, 100 means doubled;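 active = every valid replicate shows activation above 250% relative to neutral control wells; inactive = the rest, any valid replicate at or below 250%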;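 note: OY570 slx delta 5 strain wells were the positive control but not used for scaling; some compounds called inactive have numbers as strong as hits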
# Tat export inh: E. coli Tat transport inhibition. E. coli MC4100 TorA-mCherry Tat export, fluorescence. inhibition, % at 10 µM. hit rate 0.036% among 340,000. AID 488895;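 active = mean replicate inhibition at least 50% and at least half of replicates individually reaching 50%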;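 note: exported cargo escapes ClpAP degradation while cytoplasmic cargo is degraded and loses fluorescence; 0% = median of neutral control wells and 100% = median of NaSCN control wells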
# * hit, by the source's call; i = inactive; · = not tested or not shown.
no. | mol | AddAB inh | Pemphigus Ab inh | Mot1-301 SUMO | Tat export inh | Ecoli viability | MOR-DOR inv ag | Arrestin-AP2 inh | phage Ecoli inh | OPRM1-OPRD1 ag | PKA-R1A activ | PfHsp90 yeast 2
1 | CC(C)(C)c1cc(NC(=O)c2cc(F)c(F)c(F)c2F)no1 | -0.7 | 103 | · | -2 | 0.7 | -9 | 6 | 4.8 | 1.6 | -11 | 1
2 | N#CCCn1cc(C(=O)NCc2ccccc2)c(-c2cccs2)n1 | -0.7 | 101 | -2 | -1 | 0.8 | 10 | 0 | 3.2 | -1.9 | -15 | ·
3 | O=C(NCCOC(=O)c1ccc(Cl)c(S(=O)(=O)N2CCCCC2)c1)c1ccncc1 | 1.2 | 104 | 57 | 0 | 2.7 | -7 | -3 | · | 1.3 | 11 | 19
4 | Cc1c(CN2CCC(Oc3ccc(C(=O)N4CCCCC4)cc3)CC2)cnn1C | 0.4 | 111 | -23 | -4 | 1.4 | 18 | -1 | 0.6 | -3.2 | -4 | 6
5 | O=C(NCc1ccccc1)c1c[nH]c2cc3c(cc2c1=O)OCCO3 | 1.6 | 102 | 16 | -2 | -1.0 | -40 | 8 | 2.1 | 7.3 | 4 | -10
6 | CCOC(=O)c1nnn(-c2nonc2N)c1CSc1nnc(N)s1 | 6.0 | 102 | 0 | 3 | 1.3 | 11 | 9 | 3.7 | -1.9 | 2 | -5
7 | NNC(=O)c1ccc(Cn2cccn2)o1 | 1.1 | · | 26 | 5 | -0.1 | 6 | 8 | 3.6 | -1.2 | 4 | 22
8 | CCOC(=O)c1c(C)n(C)c2ccc(O)c(S(=O)(=O)c3ccccc3)c12 | 1.7 | · | -3 | 2 | 2.1 | 2 | 19 | · | -0.3 | -12 | -9
9 | CN1C(C(=O)Nc2cccc(O)c2)=CC(c2cccs2)=NS1(=O)=O | 1.2 | 106 | 8 | 4 | 2.3 | 2 | -5 | 2.6 | -0.3 | 4 | -12
10 | O=C(COc1ccccc1)Nc1ccc(-c2nnc(-c3ccco3)o2)cc1 | 4.6 | 104 | -3 | -9 | -0.2 | -34 | -6 | 4.0 | 7.4 | -4 | -36
11 | CCCN1C2CCCC1CC(NC(=O)NC1CCCCC1)C2 (stereo unspecified) | 0.9 | 106 | -7 | -7 | -3.0 | 1 | -9 | 3.7 | -0.1 | -9 | ·
12 | CCOC(=O)COc1cccc2c(=O)n(CC(N)=O)ccc12 | 1.4 | 87 | 18 | 7 | 0.7 | 8 | -5 | 0.7 | -1.6 | -12 | 5
13 | Cc1ccc(NC(=O)CSc2nc3ccccc3nc2N2CCOCC2)c(C)c1 | -1.1 | 96 | 6 | -2 | -0.9 | -2 | 6 | 3.0 | 0.4 | -9 | -17
14 | CC1=CC2=NC(=O)CC(C)(C(=O)N(CC(=O)NC(C)(C)C)Cc3cccs3)N2C=C1 (stereo unspecified) | 3.6 | 104 | -6 | -12 | 4.2 | -14 | -5 | 0.9 | 2.3 | 1 | 8
15 | CN(C)C(=O)CCc1ccc2c3c([nH]c2c1)[C@]1(C)[C@@H](C(=O)N2CCCCC2)C[C@H](CC(=O)NCc2ccco2)C(=O)N1CC3 | 0.1 | 101 | · | -4 | -0.2 | 16 | 8 | 0.2 | -3.2 | 6 | -7
16 | CCC(=O)N1CCc2cc(S(=O)(=O)NC(CC(C)C)C(=O)N3CCc4ccccc43)ccc21 (stereo unspecified) | 3.4 | 104 | -12 | 29 | 1.6 | 17 | -6 | 3.4 | -3.2 | -1 | ·
17 | Cc1ccc(C(=O)NCc2ccco2)cc1Br | 2.5 | · | -5 | -6 | -0.8 | 8 | 24 | 2.0 | -1.5 | -13 | 5
18 | O=C(CNc1cccc2ccccc12)N/N=C/c1ccc([N+](=O)[O-])o1 | 14* | 97 | -5 | -21 | 2.5 | -73 | 20 | 3.1 | 10 | 2 | -17
19 | CCOC(=O)c1cc(-c2ccc3c(c2)OCCO3)n[nH]1 | -0.4 | 97 | -12 | 0 | -1.4 | 14 | 20 | 3.0 | -2.9 | -6 | -1
20 | COc1cccc(Oc2cn[nH]c2-c2ccc(OCC(=O)NN)cc2O)c1 | 1.6 | 100 | -11 | -14 | 3.7 | 9 | 7 | -0.5 | -1.8 | -2 | -3
21 | O=C(NCCNc1nccc(C(F)(F)F)n1)c1cccc(C(F)(F)F)c1 | -0.7 | · | -15 | 11 | -0.8 | -9 | 13 | 2.4 | 1.8 | 3 | -12
22 | COc1ccccc1OCCn1cc(/C=C(\C#N)C(=O)NCc2ccco2)c2ccccc21 | 1.7 | 99 | 13 | 2 | -1.5 | 4 | -9 | 3.4 | -0.9 | -1 | -3
23 | CC(C)(C)OC(=O)NC(Cc1ccccc1)C(=O)O (stereo unspecified) | -2.3 | 104 | -9 | 1 | -1.5 | -4 | 3 | -0.3 | 0.8 | -2 | -16
24 | COc1ccc(OC)c(C(=O)c2coc3ccc(OC)cc23)c1 | 1.7 | 108 | · | 12 | -0.4 | 4 | 2 | -1.7 | -0.8 | -13 | 1
25 | COc1ccc(C2=NN(C(=O)CCC(=O)O)C(c3ccc(OC)c(OC)c3)C2)cc1 (stereo unspecified) | 0.8 | 107 | -6 | -5 | 1.8 | 3 | 13 | 3.1 | -0.7 | -7 | 10
26 | Cc1cccc(NC(=O)CSCc2cc(=O)n3nc(C4CC4)sc3n2)c1 | 2.5 | 104 | 5 | -4 | -0.1 | 17 | 14 | 1.8 | -3.3 | -17 | -1
27 | CC(=O)c1ccc(N2CCN(C(=O)COc3ccc4c(c3)CCC4)CC2)cc1 | -0.6 | 96 | 11 | 1 | -0.2 | 5 | 1 | 1.1 | -1.0 | -3 | -1
28 | COc1ccc(NC(=S)N2CCN(C(=O)c3ccccc3)CC2)cc1 | 1.6 | 100 | i | -6 | 0.8 | 7 | -2 | 2.4 | -1.3 | 0 | -4
29 | CN(C)/C(CN1CCOCC1)=C1\N=C(c2ccccc2)OC1=O | 1.8 | 105 | -15 | -2 | -0.3 | 12 | -4 | 3.6 | -2.2 | 2 | -8
30 | CCCCN(CCCC)Cc1ccc(C(=O)NN)o1 | 0.5 | 145 | 2 | -11 | 1.5 | -2 | -4 | 5.5 | 0.3 | 2 | -7

# The listing continues:
no. | mol | AddAB inh | Pemphigus Ab inh | Mot1-301 SUMO | Tat export inh | Ecoli viability | MOR-DOR inv ag | Arrestin-AP2 inh | phage Ecoli inh | OPRM1-OPRD1 ag | PKA-R1A activ | PfHsp90 yeast 2
31 | COc1ccc(NC(=O)C(=O)NCC(c2ccco2)N2CCc3ccccc3C2)cc1 (stereo unspecified) | 0.3 | 101 | 1 | -2 | 2.2 | 11 | 13 | 3.8 | -2.0 | 2 | ·
32 | CCOC(=O)c1ccccc1-c1csc(N)n1 | 0.2 | 104 | 6 | 2 | -3.9 | 9 | 4 | 2.8 | -1.7 | 0 | -5
33 | Cc1ccc(C)c(NC(=O)CN(C)S(=O)(=O)c2cccc3cccnc23)c1 | 1.5 | 101 | 39 | 4 | -1.1 | 5 | 4 | -3.6 | -1.1 | -4 | -14
34 | O=C(Cc1ccc2c(c1)OCCO2)N/N=C/c1ccco1 | -0.1 | 103 | -22 | -3 | 1.1 | 1 | -2 | 1.2 | -0.3 | -2 | -7
35 | COc1ccc(C(=O)N(C)CC(O)c2ccccc2)cc1OC1CCN(C(C)=O)CC1 (stereo unspecified) | -0.4 | 78 | 5 | -3 | 0.3 | 14 | 9 | 2.5 | -2.5 | 0 | 5
36 | OCCC1CN(Cc2cnc(N3CCCC3)s2)CCN1Cc1ccccc1 (stereo unspecified) | 0.1 | 99 | 0 | -3 | 2.2 | 4 | 10 | 2.4 | -0.8 | -6 | ·
37 | Cc1cc(NC(=O)Cc2ccccc2C)no1 | -1.5 | 104 | -8 | 1 | -3.4 | 10 | -13 | 1.9 | -2.0 | -12 | -5
38 | O=C(NCC(O)c1ccccc1)Nc1cccs1 (stereo unspecified) | -1.5 | 95 | 19 | 7 | -4.8 | 16 | -20 | 1.7 | -3.5 | -8 | 6
39 | COc1cc2c(cc1OC)CN(C(=O)c1cc(S(=O)(=O)N3CCOCC3)ccc1Cl)CC2 | 1.8 | 98 | 7 | -3 | -2.2 | -4 | 17 | 3.2 | 0.8 | -9 | -2
40 | CCc1nnc(NS(=O)(=O)c2ccc(N/C=C\C(=O)c3ccc(C)cc3)cc2)s1 | 20* | 105 | -16 | 0 | 13* | -5 | -4 | 10 | 1.1 | -5 | -11
41 | Clc1ccc(-c2nc3n(n2)Cc2ccccc2-3)cc1 | 0.0 | 85 | 9 | 2 | -4.4 | 8 | -4 | 3.1 | -1.6 | -7 | ·
42 | COc1ccc(S(=O)(=O)N(CC(N)=O)C2CCCCC2)cc1Cl | 3.7 | · | 164 | -5 | 0.1 | 1 | 39 | 2.4 | -0.3 | 10 | 3
43 | CCc1cc2c(=O)oc(-c3ccc(F)cc3)nc2s1 | -0.3 | 122 | 25 | -3 | -3.4 | -7 | 3 | 2.1 | 1.4 | -14 | 8
44 | Cn1c(=O)[nH]c(=O)c2c1nc(CN1CCOCC1)n2Cc1ccc(F)cc1 | 1.5 | 97 | 0 | 9 | -0.7 | 15 | 15 | 1.9 | -2.9 | -2 | 1
45 | Cc1cc(-c2nnc(SCC(=O)Nc3ccccc3F)n2N)n[nH]1 | 3.6 | 101 | -25 | -7 | 1.1 | 20 | 26 | 0.6 | -3.9 | 4 | -16
46 | CC(=O)c1c(N2CCCCC2)nc(=S)n(Cc2ccccc2)c1C | -0.5 | · | -31 | 1 | -1.4 | 14 | 4 | 1.2 | -2.8 | -8 | 6
47 | CN(C)CCNC(=O)Nc1ccc([N+](=O)[O-])cc1 | 1.6 | 100 | 16 | 3 | 1.7 | 14 | -6 | 4.5 | -2.7 | 11 | -14
48 | O=S(=O)(c1cccc(Cn2nnc(-c3ccccc3)n2)c1)N1CCOCC1 | 0.2 | · | 14 | -4 | -0.6 | 4 | -16 | 1.2 | -1.1 | -5 | 11
